Mtb RmlCD inh: blocks M. tuberculosis RmlC and RmlD coupled enzymes | P9WH09+P9WH11 | RmlC+RmlD coupled enzyme assay, percent inhibition; primary screen in compound mixtures | inhibition, % at 3.6 µM | actives 0.03% (n = 160,000) | AID 1533; in the data active = inhibition mostly above about 34%, no sharp cut-off; also: some results filed as inactive read as strong as hits
Target sequence (P9WH09 whole entry, looked up): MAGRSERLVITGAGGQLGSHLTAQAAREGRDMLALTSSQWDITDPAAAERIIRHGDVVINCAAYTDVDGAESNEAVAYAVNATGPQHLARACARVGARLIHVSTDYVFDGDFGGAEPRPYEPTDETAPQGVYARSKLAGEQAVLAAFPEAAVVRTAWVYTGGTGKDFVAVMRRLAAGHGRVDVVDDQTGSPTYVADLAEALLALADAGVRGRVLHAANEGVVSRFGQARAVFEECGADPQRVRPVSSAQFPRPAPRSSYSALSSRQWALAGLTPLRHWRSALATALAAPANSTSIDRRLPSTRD
Target sequence (P9WH11 whole entry, looked up): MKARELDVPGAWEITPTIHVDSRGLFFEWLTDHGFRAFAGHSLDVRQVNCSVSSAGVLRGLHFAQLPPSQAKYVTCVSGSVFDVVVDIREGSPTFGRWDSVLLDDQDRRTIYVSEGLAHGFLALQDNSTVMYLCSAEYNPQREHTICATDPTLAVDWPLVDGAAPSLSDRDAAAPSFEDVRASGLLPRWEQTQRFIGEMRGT
M. tuberculosis GlmU: inhibition of mycobacterial GlmU enzyme – biochemical, glucosamine-1-phosphate acetyltransferase (AID 1376). M. tuberculosis GlmU acetyltransferase enzyme assay; higher % means a stronger effect. inhibition, %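 (tested at 30 µM in the primary screen)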; hits with a dose series show IC50 in µM. actives 0.25% (n = 220,000); in the data active = inhibition above about 13%;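 also: 0% = complete reaction with vehicle and 100% = reaction without substrate; strong numbers were not always called active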
The depositor's hits bear a star; nt = no result given. A portion of the library. The share of hits here may be higher or lower than overall.

Sample of the layout (6 entries):
mol	M. tuberculosis GlmU	Mtb RmlCD inh
Cn1c(=O)c2c(nc(SCC(=O)O)n2Cc2cccc(C(F)(F)F)c2)n(C)c1=O	2.8%	-3
Cc1ccccc1-c1nc(CS(=O)(=O)CC(=O)NCCCN2CCCC2)c(C)o1	-0.9%	8
O=S(=O)(Nc1cccc2cn[nH]c12)c1ccc(F)cc1	-1.2%	-1
Cn1cnnc1SCC(=O)N1CCC(Cc2ccccc2)CC1	-5.0%	nt
COc1cccc(NC(=O)Cn2c(=O)n(-c3ccccc3)c(=O)c3sccc32)c1	-2.6%	-7
O=c1c2ccccc2nc(-c2ccccc2)n1-c1ccncc1	-1.1%	-8

The whole of this part (from the top)
mol	M. tuberculosis GlmU	Mtb RmlCD inh
Cn1c(=O)c2c(nc(SCC(=O)O)n2Cc2cccc(C(F)(F)F)c2)n(C)c1=O	2.8%	-3
Cc1ccccc1-c1nc(CS(=O)(=O)CC(=O)NCCCN2CCCC2)c(C)o1	-0.9%	8
O=S(=O)(Nc1cccc2cn[nH]c12)c1ccc(F)cc1	-1.2%	-1
Cn1cnnc1SCC(=O)N1CCC(Cc2ccccc2)CC1	-5.0%	nt
COc1cccc(NC(=O)Cn2c(=O)n(-c3ccccc3)c(=O)c3sccc32)c1	-2.6%	-7
O=c1c2ccccc2nc(-c2ccccc2)n1-c1ccncc1	-1.1%	-8
COc1ccc(C2C(C(=O)NC(C)C)c3ccccc3C(=O)N2C)cc1OC (stereo not drawn)	nt	45
COc1ccc(CNC(=O)Cn2cncn2)cc1OC	-3.6%	-10

(list continues)
mol	M. tuberculosis GlmU	Mtb RmlCD inh
CCOc1ccc(N2C(=O)/C(=C/c3ccccc3)N=C2SC)cc1	6.4%	-1
CCOC(=O)Cc1nc2ccccc2[nH]1	5.5%	3
COC(=O)c1ccc(CN2CCN(CCCc3ccccc3)C(CCO)C2)cc1 (stereo not drawn)	-0.4%	11
CCCCCN(C(=O)NC(=O)Nc1ccc(C)cc1C)S(C)(=O)=O	3.9%	-4
CS(=O)(=O)c1ccc(Cl)c(NC(=O)c2cccc(Br)c2)c1	-2.5%	10
Cc1ccc2c(c1)C1CN(C)CCC1N2C(=O)COc1ccc(N(C)C(=O)c2ccccc2)cc1 (stereo not drawn)	-2.5%	-9
COC(=O)Cc1ccc(NC(=O)c2ccc(C(C)(C)C)cc2)cc1	-0.5%	nt
CSc1nc2ccc(N3C(=O)C4CCCCC4C3=O)cc2s1 (stereo not drawn)	-2.9%	9

(listing goes on)
mol	M. tuberculosis GlmU	Mtb RmlCD inh
CCOC(=O)C1CCN(C(=S)NC2CC3C=CC2C3)CC1 (stereo not drawn)	2.6%	43
Cn1c(CN2CCCC2)nc2cc(NC(=O)Nc3ccccc3)ccc21	-0.4%	nt
O=C(NCc1ccco1)c1cnc2ccccn2c1=O	-6.2%	7
O=C(NCc1ccc2c(c1)OCO2)c1cccc(S(=O)(=O)N2CCOCC2)c1	1.5%	6
COc1ccccc1NC(=O)C(=O)N/N=C/c1cccs1	2.2%	-9
O=C1CC(=O)CC(c2ccccc2Cl)C1	3.7%	-9
CC(=O)c1c(C)[nH]c(C(=O)NCc2ccco2)c1C	-3.6%	23
CC(=O)Cc1nsc(NC(=O)c2cccc(F)c2)n1	-2.0%	13

Additional records
mol	M. tuberculosis GlmU	Mtb RmlCD inh
Cc1nn(Cc2ccc([N+](=O)[O-])cc2)c(=O)n1-c1ccc(F)cc1	-3.7%	nt
O=C(NCCc1ccccc1)C(c1cccs1)N(C(=O)CCl)c1ccc(Cl)cc1 (stereo not drawn)	13%	nt
C=CCNC(=S)Nc1ccc2cn[nH]c2c1	1.9%	-2
O=C1/C(=C/c2cccnc2)SC(=S)N1c1ccccc1	-2.9%	-5
Cc1[nH]n(-c2nc(-c3ccccc3)cc(=O)[nH]2)c(=O)c1CCO	-3.5%	-5
CCCCSC(=O)Nc1ccccc1	3.9%	-7
COC(=O)CNC(=O)COC(=O)C(Cc1ccccc1)NC(=O)c1ccco1 (stereo not drawn)	-1.8%	1
CCOC(=O)CC(=O)CSc1nc2ccccc2c(=O)n1-c1ccc(C(=O)NCCOC)cc1	-8.8%	5

(further entries)
mol	M. tuberculosis GlmU	Mtb RmlCD inh
O=C(c1ccco1)N1CCN(S(=O)(=O)N2CCOCC2)CC1	-4.2%	nt
CCn1cc(C(=O)NCc2ccccn2)c(=O)c2cc(S(=O)(=O)N3CCCCC3)ccc21	nt	-2
CC(=O)N1CCC2(CC1)C(C#N)=C(N)Oc1c2sc2nc(C)cc(C)c12	7.7%	-12
CS(=O)(=O)N1CCCC(C(=O)NCCCN2CCOCC2)C1 (stereo not drawn)	8.0%	nt
O=C(NCc1ccccc1)/C(=C/c1ccc(OC(F)F)cc1)c1ccccc1	-0.6%	-9
C/C(=N\NC(=O)c1ccoc1C)c1ccccc1	-3.0%	nt
CN(CC(=O)Nc1ccccc1[N+](=O)[O-])Cc1ccc(Br)cc1	0.3%	13
COc1ccc(Cc2nc(-c3ccc(-n4cccc4)cc3)no2)cc1	4.0%	nt

(further entries)
mol	M. tuberculosis GlmU	Mtb RmlCD inh
CCOc1ccc(C(=O)NCC(=O)OCc2c(F)cccc2Cl)cc1OCC	4.4%	-8
CC(C)CCN1CCN(Cc2cccc3nonc23)CC1CCO (stereo not drawn)	-3.0%	9
O=C(Nc1ccccc1)OCCNC(=O)c1ccccc1	-1.7%	6
Cn1c(NC(=O)c2cccs2)cc(=O)n(C)c1=O	5.0%	-5
COc1cc(C(=O)NC2=NCCS2)cc(OC)c1OC	2.7%	5
CCCC(C)C(=O)OCC(=O)NCc1ccc(OC)c(OC)c1 (stereo not drawn)	-3.9%	-10
CCOC(=O)/C(C#N)=C\C1=C(N2CCCC2)CC(C)(CC)OC1 (stereo not drawn)	3.6%	nt
COc1ccc(CC(C#N)(CO)c2nc3ccccc3[nH]2)cc1 (stereo not drawn)	0.7%	3

More results.
mol	M. tuberculosis GlmU	Mtb RmlCD inh
CCCCN(CCCC)C(=O)C1(P(=O)(c2ccccc2)c2ccccc2)CCC1	1.9%	-11
c1ccc(-n2ncc3c2ncn2c(C4CCCCC4)nnc32)cc1	-2.7%	nt
CC1(C)CC(=O)C(C=NCCCN2CCOCC2)=C(O)C1	-11%	-1
CCN1CCN(C(c2cc3cc4c(cc3[nH]c2=O)OCO4)c2nnnn2C(C)(C)CC)CC1 (stereo not drawn)	7.7%	-2
COc1cc(C(=O)NCC(=O)N/N=C(C)\C=C\c2ccccc2)cc(OC)c1OC	-0.9%	9
COc1cccc(/C=c2/s/c(=C(\C#N)C(=O)N3CCOCC3)n(-c3ccccc3)c2=O)c1	-0.3%	nt
O=C(/C=C/c1ccccc1)N1CCN(CC(O)COc2ccccc2)CC1 (stereo not drawn)	-3.3%	-3
Cc1ccc(C(=O)NNC(=O)CCN2C(=O)C3CCCCC3C2=O)cc1 (stereo not drawn)	-3.1%	-4

Compound profiles (already shown). Values in the order: M. tuberculosis GlmU | Mtb RmlCD inh
Profile of CC1(C)CC(=O)C(C=NCCCN2CCOCC2)=C(O)C1 → -11% | -1
Profile of COc1cc(C(=O)NCC(=O)N/N=C(C)\C=C\c2ccccc2)cc(OC)c1OC → -0.9% | 9
Profile of CCCCN(CCCC)C(=O)C1(P(=O)(c2ccccc2)c2ccccc2)CCC1 → 1.9% | -11

Continued.
mol	M. tuberculosis GlmU	Mtb RmlCD inh
CCC(c1nnnn1Cc1ccco1)N(CCc1ccccc1)Cc1cc2ccc(OC)cc2[nH]c1=O (stereo not drawn)	-2.0%	12
Cc1ccc(S(=O)(=O)N(C)C(=O)NC(=O)NS(=O)(=O)c2ccccc2)cc1	-2.1%	7
CCN1CCN(Cc2ccc(NC(=O)c3ccc(C)c(NC(=O)C[C@@H]4NC(=O)[C@H](Cc5ccccc5)NC4=O)c3)cc2C(F)(F)F)CC1	-6.9%	nt
CCCOc1ccc(Oc2nc(-c3ccncc3)nc3ccccc23)cc1	7.7%	10
COc1ccc(CN2CCNC(=O)C2CC(=O)NCCSc2nccn2C)c(OC)c1 (stereo not drawn)	-2.7%	-5
O=C1/C(=C/c2ccc(F)cc2)CCC1C1CCCC1 (stereo not drawn)	7.6%	7
CC(NCc1ccccc1Cl)C(=O)Nc1ccc(S(=O)(=O)N2CCCC2)cc1 (stereo not drawn)	-5.1%	28
Cc1cc(Cl)cc(Br)c1OCCCN1C(=O)NC(C)(C)C1=O	-0.7%	nt

(listing goes on)
mol	M. tuberculosis GlmU	Mtb RmlCD inh
CNCc1ccccc1OCC(=O)Nc1ccccc1OC	-3.3%	-11
CCn1c(CC(=O)Nc2ccc(C)cc2)nnc1SCC(=O)N1CCN(c2ccccc2)CC1	2.8%	nt
COCC(=O)N(C)c1nnc(-c2cnccn2)s1	1.7%	nt
Cn1c(=O)n(Cc2ccc(Cl)cc2)c2ccccc21	0.4%	nt
COc1cccc(C(=O)NC(=O)Nc2cc(C)[nH]n2)c1	-1.7%	4
CN=c1scc(-c2ccccc2Br)n1/N=C/c1ccc[nH]1	-8.2%	-1
Cc1ccc(C)c(NC(=S)NCC(c2ccccc2)N(C)C)c1 (stereo not drawn)	0.4%	20
CCOC(=O)Cc1csc(Nc2ccc(Cl)cc2)n1	5.3%	nt

(further entries)
mol	M. tuberculosis GlmU	Mtb RmlCD inh
COc1ccc(CC(=O)n2nc(-c3ccccc3)nc2NCc2ccco2)cc1	nt	-7
COc1ccc(CCNC(=O)C2CCN(Cc3nc(-c4ccccc4C)oc3C)CC2)cc1OC	1.8%	-4
N/C(=N\OC(=O)CCC1CCCCC1)c1ccccn1	2.4%	11
CCC(c1nnc(SCc2nc3ccccc3s2)n1Cc1ccccc1)N(C)C (stereo not drawn)	-1.4%	nt
CC(=O)c1ccc(N2CCCCC2)c(F)c1	7.7%	4
CN(C)S(=O)(=O)c1cccc(NC(=O)c2ccc(OC(F)(F)F)cc2)c1	-0.2%	9
CCC(CC)C(=O)Nc1cccc(C(=O)NC(C)(C)C)c1	1.8%	-7
CCN(CC)S(=O)(=O)c1ccc(Cl)c(NC(=O)c2cc(Cl)ccc2Cl)c1	1.9%	4

(listing goes on)
mol	M. tuberculosis GlmU	Mtb RmlCD inh
O=C(CN(Cc1ccco1)C(=O)Cn1nnc(-c2ccc(F)cc2)n1)NC1CCCC1	nt	8
c1ccc2oc(NC3=NCN(C4CCCCC4)CN3)nc2c1	0.1%	2
Cc1ccc2[nH]c(=O)c(CN(Cc3ccco3)C(=O)N3CCOCC3)cc2c1	1.3%	-3
FC(F)(F)c1ccccc1-n1c(-c2cnccn2)n[nH]c1=S	2.4%	nt
S=C(Nc1ccc(Br)cc1)N1CCn2cccc2C1c1cccnc1 (stereo not drawn)	8.4%	6
O=C(Nc1ccc(F)c([N+](=O)[O-])c1)C(=O)c1c(O)[nH]c2ccccc12	-0.5%	5
COc1ccc(NC(=O)CCS(=O)(=O)c2ccccc2)c(OC)c1	-1.3%	nt
CC(C)NC(=O)COC(=O)c1cc(F)c(F)cc1Cl	1.1%	nt

(listing goes on)
mol	M. tuberculosis GlmU	Mtb RmlCD inh
O=C(Cn1ccc([N+](=O)[O-])n1)NCc1ccco1	-2.2%	nt
CCC(C)NC(=S)NNC(=O)c1ccc(C(C)(C)C)cc1 (stereo not drawn)	3.7%	-9
CCOC(=O)Cc1nnc2c(Nc3ccc(C)cc3)nc3nonc3n12	2.4%	18
CN1CCC(C2(O)c3ccccc3CSc3sccc32)CC1 (stereo not drawn)	-2.2%	nt
COc1cccc(-c2nn(-c3ccccc3)cc2/C=C(/NC(=O)c2ccccc2)C(=O)O)c1	0.7%	6
O=C(Cn1c(CN2CCCCC2)nc2ccccc2c1=O)NCc1ccco1	-0.1%	nt
CC(C)(CNC(=O)c1sc2cc(F)ccc2c1Cl)N1CCOCC1	-5.6%	nt
CCOc1ccc(CNC2CCCc3ccccc32)cc1 (stereo not drawn)	-8.6%	16

(cont.)
mol	M. tuberculosis GlmU	Mtb RmlCD inh
CCOc1cc(NS(C)(=O)=O)c(OCC)cc1NC(=O)c1cccs1	4.2%	1
O=C(Cc1ccccc1)Nc1ccccc1CO	-6.6%	14
C/C=C\C=C/C(=O)Nc1cccc(C2=NOC3(C2)C[C@@H](C(N)=O)N(C(=O)/C=C/CC)C3)c1 (stereo partly drawn)	3.6%	3
COc1ccc(CNc2nc3ccccc3n2Cc2ccccc2)cc1OC	0.9%	nt
Cc1ccc(C(=O)OC2CCOC2=O)cc1NC(=O)c1ccco1 (stereo not drawn)	-2.0%	39
CCN(CC)CCNC(=O)C1CCC(=O)N1CCc1ccccc1 (stereo not drawn)	1.9%	12
CCOC(=O)/C=C1\SCC(=O)N1CC(=O)Nc1ccc2c(c1)CCC2	-1.1%	nt
COc1ccc(CC2(CCc3ccccn3)C(=O)NC(=O)N(c3ccccc3C)C2=O)cc1OC (stereo not drawn)	7.1%	9

3 entries from above, arranged by molar mass, highest first:
mol	M. tuberculosis GlmU	Mtb RmlCD inh
COc1ccc(CCNC(=O)C2CCN(Cc3nc(-c4ccccc4C)oc3C)CC2)cc1OC	1.8%	-4
COc1cccc(-c2nn(-c3ccccc3)cc2/C=C(/NC(=O)c2ccccc2)C(=O)O)c1	0.7%	6
CCOC(=O)Cc1nc2ccccc2[nH]1	5.5%	3

Additional structures:
mol	M. tuberculosis GlmU	Mtb RmlCD inh
CCOc1oc(-c2ccc(OC)cc2)nc1C(F)(F)F	-3.8%	11
COc1cc(C(=O)NC(=S)N2CCCCCC2)cc(OC)c1OC	-4.1%	3
O=C(Nc1ccc2nc(-c3ccccc3)[nH]c2c1)c1ccco1	4.0%	nt
CCCCSc1nc2c(cnn2-c2ccc(F)cc2)c(=O)[nH]1	2.4%	-6
C=CCSC1=N/C(=C\c2cccnc2)C(=O)N1c1ccc(OC)cc1	-2.9%	-5
CSc1nc2c(c(=O)[nH]1)CCCC2	5.5%	-6
CCn1ccc(C(=O)NC2C(=O)N3C(C(=O)O)=C(C)CSC23)n1 (stereo not drawn)	2.2%	45
N#Cc1c(C(F)(F)F)cc(=O)[nH]c1SCC(=O)O	-1.2%	3
CC(C(=O)O)N(C(=O)c1ccccc1)c1ccc(F)c(Cl)c1 (stereo not drawn)	-3.1%	-2
